BAZ2B inh: qHTS Assay for Inhibitors of BAZ2B. Bromodomain adjacent to zinc finger domain protein 2B (Homo sapiens), Q9UIF8. AlphaScreen BAZ2B-H3K14Ac peptide displacement. Potency, µM (doses to about 114 µM), for inactives: top-dose activity change, negative = inhibition, usual class: inhibitors. hit rate 4.4% among 360,000; further: on the % scale 0 is the no-effect control and ±100 the full control effect; nearly all actives have a fitted effect of over 60% in size
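AlphaScreen displacement: compounds (up to 110uM) incubated 30 min at room temperature with a preformed 50 nM BAZ2B/50 nM biotinylated H3K14Ac peptide complex in PBS pH 7.4 with Tween-20. Donor and acceptor beads at 10 ug/mL final added, 20 min light-protected before reading.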
Tb PGK inh: qHTS Assay to Find Inhibitors of Phosphoglycerate Kinase | Phosphoglycerate kinase, glycosomal (Trypanosoma brucei brucei), P07378 | PGK/GAPDH coupled, Kinase-Glo luminescence, 60 min | Potency, µM (titrated, usually from 57.5 µM), inactives show at the top dose activity change, negative = inhibition, most hits filed as inhibitors | hit rate 0.043% among 380,000; further: on the % scale 0 is the no-effect control and ±100 the full control effect; nearly all actives have a fitted effect of over 60% in size
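Recombinant glycosomal PGK reaction used 1,3-bisphosphoglycerate generated in-well by GAPDH (100nM final) in 100mM TEA pH 7.6, 5mM MgCl2, 0.01% Tween-20. After 60 minutes at room temperature, ATP was read by Kinase-Glo Plus luminescence end-point.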
G9a inh: qHTS Assay for Inhibitors of Histone Lysine Methyltransferase G9a; Potency, µM (titrated, usually from 102 µM), inactives show top-dose activity, negative = inhibition, most hits filed as inhibitors; AID 504332, 2011; hit rate 8.8% among 350,000; Histone-lysine N-methyltransferase EHMT2 (Homo sapiens), Q96KQ7; G9a H3K9 monomethylation, AlphaScreen, 2 h; further: on the % scale 0 is the no-effect control and ±100 the full control effect; nearly all actives have a fitted effect of over 75% in size
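G9a (20 nM) was preincubated 15 min with compound, then reacted 2 h at room temperature with 500 nM biotin-H3K9 peptide and 20 µM SAM. Monomethyl-H3K9 detected by AlphaScreen using anti-H3K9me1 antibody.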
GLS inhibitor: qHTS for Inhibitors of Glutaminase (GLS); hit rate 0.21% among 410,000; GLS enzymatic activity, qHTS titration; Potency, µM (doses to about 45.5 µM), for inactives: at the top dose activity change, negative = inhibition, hits mostly inhibitors; further: on the % scale 0 is the no-effect control and ±100 the full control effect
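Compounds were pin-transferred onto hKGA, after which L-glutamine (1 mM solution) and a detection mix of glutamate oxidase, HRP and Amplex Red were added. Initial and 30 min RT fluorescence reads were collected.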
HP1b binding inh: HTS for Inhibitors of HP1-beta Chromodomain Interactions with Methylated Histone Tails; Chromobox protein homolog 1 (Homo sapiens), P83916; AlphaScreen HP1-beta / biotin-H3K9me3 peptide binding; hit rate 0.56% among 390,000; AID 540317, 2011; Potency, µM (doses to about 114 µM), for inactives: top-dose activity change, negative = inhibition, most hits filed as inhibitors; further: nearly all actives have a fitted effect of over 70% in size; inactives centre near 23
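AlphaScreen: HP1-beta (50 nM) preformed 30 min with biotin-H3(1-18)K9me3 peptide (50 nM) in PBS pH 7.4, 0.01% Tween-20. Compound added for 30 min at RT, then streptavidin donor/nickel chelate acceptor beads (10 ug/mL) for 30 min.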
POLI inh: qHTS for Inhibitors of Polymerase Iota; Potency, µM (series often up to 115 µM), without a hit: at the top dose activity, negative = inhibition, hits mostly inhibitors; hit rate 1% among 390,000; AID 588590, 2011; Pol iota fluorescent replication assay, 10 min
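Pol iota at 10 nM preincubated 15 min with compounds at room temperature; reaction started with fluorescent substrate, 50 nM final. Fluorescence read kinetically at 0 and 10 min; buffer-only wells as negative control.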
Pin1 inhibitor: qHTS Assay to Find Inhibitors of Pin1; Peptidyl-prolyl cis-trans isomerase NIMA-interacting 1 (Homo sapiens), Q13526; Pin1 FP peptide displacement, HiFluor488, 10 min; Potency, µM (titrated, usually from 115 µM), inactives show top-dose activity, negative = inhibition, most hits filed as inhibitors; hit rate 0.009% among 390,000; AID 504891, 2011; active means well fitted inhibition curve with a large enough effect in the polarisation, with a control signal flat, not every such curve was filed as active; inconclusive means small, poorly fitted or top-dose-only effect, or effect the other way, or a change in a side signal; inactive means no such curve, though single readings can be large or run the other way; the % refers to the polarisation; further: on the % scale 0 is the no-effect control and ±100 the full control effect
JMJD2A Tudor inh: qHTS Assay for Inhibitors of JMJD2A-Tudor Domain; Lysine-specific demethylase 4A (Homo sapiens), O75164; AlphaScreen JMJD2A-Tudor / H3K4me3 peptide binding; Potency, µM (series often up to 114 µM), for inactives: top-dose activity change, negative = inhibition, usual class: inhibitors; hit rate 4.4% among 390,000; AID 504339, 2011; further: on the % scale 0 is the no-effect control and ±100 the full control effect; nearly all actives have a fitted effect of over 50% in size
BLM inh: qHTS Assay for Inhibitors of Bloom's syndrome helicase (BLM); RecQ-like DNA helicase BLM (Homo sapiens), P54132; recombinant BLM DNA unwinding, fluorescence dequenching; Potency, µM (series often up to 56.1 µM), inactives show top-dose activity change, negative = inhibition, hits mostly inhibitors; hit rate 0.2% among 350,000; AID 2528, 2010;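 further: plate controls were vehicle for no effect and no enzyme for full effect; nearly all actives have a fitted effect of over 35% in size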
Target sequence (P54132 whole entry, looked up): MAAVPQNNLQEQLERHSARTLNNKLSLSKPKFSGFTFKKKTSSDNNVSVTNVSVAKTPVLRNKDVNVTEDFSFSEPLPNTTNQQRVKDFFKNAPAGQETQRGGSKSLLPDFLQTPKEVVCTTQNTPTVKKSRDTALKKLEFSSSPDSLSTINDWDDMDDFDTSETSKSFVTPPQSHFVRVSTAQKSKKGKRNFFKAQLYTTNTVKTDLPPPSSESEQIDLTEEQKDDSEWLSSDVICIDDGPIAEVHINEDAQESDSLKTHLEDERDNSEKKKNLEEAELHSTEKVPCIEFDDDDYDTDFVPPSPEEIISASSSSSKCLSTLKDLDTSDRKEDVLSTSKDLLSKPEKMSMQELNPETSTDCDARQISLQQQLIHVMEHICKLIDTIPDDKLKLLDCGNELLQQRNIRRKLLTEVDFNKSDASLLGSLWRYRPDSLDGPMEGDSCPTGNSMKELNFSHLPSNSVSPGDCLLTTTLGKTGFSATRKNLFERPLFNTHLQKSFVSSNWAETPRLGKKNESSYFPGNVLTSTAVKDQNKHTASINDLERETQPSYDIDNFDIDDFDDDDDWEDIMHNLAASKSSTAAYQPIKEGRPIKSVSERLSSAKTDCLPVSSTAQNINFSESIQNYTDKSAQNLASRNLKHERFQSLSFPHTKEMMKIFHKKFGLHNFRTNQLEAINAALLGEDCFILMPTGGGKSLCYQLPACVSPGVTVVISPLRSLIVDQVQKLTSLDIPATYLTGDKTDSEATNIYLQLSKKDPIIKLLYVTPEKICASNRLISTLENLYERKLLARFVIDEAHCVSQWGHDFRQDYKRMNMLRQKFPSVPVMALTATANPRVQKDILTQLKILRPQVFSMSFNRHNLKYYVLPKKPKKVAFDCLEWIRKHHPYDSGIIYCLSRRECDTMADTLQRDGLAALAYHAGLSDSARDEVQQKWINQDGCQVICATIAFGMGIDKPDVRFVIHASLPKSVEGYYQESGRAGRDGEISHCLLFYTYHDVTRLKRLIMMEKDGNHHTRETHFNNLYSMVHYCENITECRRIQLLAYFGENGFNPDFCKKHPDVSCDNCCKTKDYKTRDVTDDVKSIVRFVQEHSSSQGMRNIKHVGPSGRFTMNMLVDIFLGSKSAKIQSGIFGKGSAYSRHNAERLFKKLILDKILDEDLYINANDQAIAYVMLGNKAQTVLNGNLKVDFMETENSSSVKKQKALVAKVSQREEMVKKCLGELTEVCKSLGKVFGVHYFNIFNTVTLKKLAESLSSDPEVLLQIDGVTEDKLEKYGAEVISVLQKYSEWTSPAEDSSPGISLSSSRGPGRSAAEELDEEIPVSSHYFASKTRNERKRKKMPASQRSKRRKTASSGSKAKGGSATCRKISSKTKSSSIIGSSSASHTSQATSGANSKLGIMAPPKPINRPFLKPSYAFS
* marks the source's active call; other numbers are inactive results; i = inactive; u = inconclusive; x = no result given; & = joins results of further samples; [ ] = dose if it differs, or a comment. Unless noted, the call rests on the fitted dose curve; in most records, active means well fitted curve in the direction sought with a large enough effect; inconclusive means small, poorly fitted or top-dose-only effect, or another doubt; inactive means no such curve, though single readings can be large; an effect the other way counts as inactive or inconclusive. Potency means the concentration at half of the fitted maximal effect. These rows are one share of the data; the hit share may differ from the screen's.

SMILES	BAZ2B inh	Tb PGK inh	G9a inh	GLS inhibitor	HP1b binding inh	POLI inh	Pin1 inhibitor	JMJD2A Tudor inh	BLM inh
CCN(Cc1ccccc1)C(=O)COC(=O)c1cc(S(=O)(=O)Nc2c(C)n(C)n(-c3ccccc3)c2=O)ccc1C	x	-2%	-32%	9%	28%	1%	-5%	-32%	3%
CCOc1ccc(NC(=O)C(CC(=O)O)Cc2ccc(Br)cc2)cc1 (stereo unspecified)	-13%	i	-9%	1%	10%	127%[activator]	-2%	-11%	-2%
O=C(Nc1cccc(F)c1)c1cccc(S(=O)(=O)N2CCOCC2)c1	-4%	-8%	23%[59 µM]	0%	18%	99%[activator]	-5%	-17%	-2%
CCOC(=O)C1(Cc2cccc(F)c2)CCN(C(=O)C2CCCO2)CC1 (stereo unspecified)	8%	-3%	x	0%	52%[activator]	85%[activator]	-5%	10%	0%
Cc1c(CN2CCCC(CO)(Cc3cccc(Cl)c3)C2)cnn1C (stereo unspecified)	-1%	5%	x	0%	22%	7%	-4%	-4%	1%
COc1ccc(C(=O)c2c(-c3ccc(OC)cc3)oc3ccc(-c4ccc(OC)nc4)cc23)cc1	x	8%	x	1%	30%	-26%	2%	-7%	x
CCN(CC)S(=O)(=O)c1cccc(NC(=O)C2SC(=Nc3ccc(C)cc3C)C(C(=O)NCC3CCCO3)=C2N)c1 (stereo unspecified)	-32%	-3%	18%[12.7 µM]	-9%	22%	-8%	7%	-33%	-14%
O=C(CSc1nc2ccccc2n1CC(=O)NCc1ccccc1)NCc1ccco1	2%	-6%	0%	0%	5%	-6%[58.9 µM]	4%	-9%	-2%
O=C(Cn1c(=O)c2cccn2c2ccccc21)NCCc1ccccc1	-11%&-30%	0%&-9%	-1%[59 µM]	5%&2%	23%&10%	u	u	-3%&-26%	1%&-9%
c1ccc2c(c1)ncn2Cc1nnc2sc(-c3ccc4c(c3)OCO4)nn12	u	7%	x	-25%	u	u	u	-34%	1%

Three entries already listed, sorted by count of non-hydrogen atoms, ascending:
SMILES	BAZ2B inh	Tb PGK inh	G9a inh	GLS inhibitor	HP1b binding inh	POLI inh	Pin1 inhibitor	JMJD2A Tudor inh	BLM inh
Cc1c(CN2CCCC(CO)(Cc3cccc(Cl)c3)C2)cnn1C (stereo unspecified)	-1%	5%	x	0%	22%	7%	-4%	-4%	1%
CCOc1ccc(NC(=O)C(CC(=O)O)Cc2ccc(Br)cc2)cc1 (stereo unspecified)	-13%	i	-9%	1%	10%	127%[activator]	-2%	-11%	-2%
CCOC(=O)C1(Cc2cccc(F)c2)CCN(C(=O)C2CCCO2)CC1 (stereo unspecified)	8%	-3%	x	0%	52%[activator]	85%[activator]	-5%	10%	0%

The listing continues:
SMILES	BAZ2B inh	Tb PGK inh	G9a inh	GLS inhibitor	HP1b binding inh	POLI inh	Pin1 inhibitor	JMJD2A Tudor inh	BLM inh
COc1cccc(C(=O)CN2C(=O)C(C)(C)Oc3ccc(C(=O)N4CCOCC4)cc32)c1	3%	i	-2%	-1%	20%	95%[activator]	-5%	-3%	1%
CCC1CCCCN1CC(=O)c1c(C)[nH]c2ccc(OC)cc12 (stereo unspecified)	0%	-1%	-37%	-3%	28%	177%[activator]	2%	-7%	3%
COC(=O)c1cnc(N)s1	x	i	x	-12%	0%[57 µM]	u	-2%	-6%	x
CN(CCc1ccccc1)C(=O)c1ccc(NC(=O)Cc2cccc(NC(=O)C3CCN(C(=O)C4CCC4)CC3)c2)cc1	x	-2%	x	0%	28%	5%	8%	-5%	x
CCN(CC(=O)Nc1ccc(NC(C)=O)cc1)C(=O)CSC(=S)N1CCCC1	-5%	-4%	-7%[12.7 µM]	2%	32%	3%	2%	4%	x
O=C(CCC(=O)Nc1ccccc1)N/N=C/c1ccc2c(c1)OCO2	-2%	-2%	u	-4%	36%	8%	1%	-4%	2%
COc1ccc(-c2nnc(-c3ccc(C)cc3)o2)cc1	4%	-7%	-9%[2.33 µM]	9%	66%[activator]	19%	-3%	-17%	-6%
CCc1ccc2oc(-c3cccc(NC(=O)COc4ccccc4Cl)c3)nc2c1	-9%	i	0%[59 µM]	-2%	15%	u	u	-17%	-14%
CCOC(=O)C1CCN(C(=O)C2CCN(S(=O)(=O)N3CCCC3)CC2)CC1	-15%	x	19%	-1%	8%	15%	u	-12%	-2%
C[C@@H]1O[C@@H](OC[C@H]2O[C@@H](Oc3cc(O)c4c(=O)cc(-c5ccc(O)c(O)c5)oc4c3)[C@H](O)[C@@H](O)[C@@H]2O)[C@H](O)[C@H](O)[C@H]1O	x	-8%	x	u	32%	-21%	u	-6%	x
Cc1ccc(C(C)(O)CS(=O)(=O)Cc2ccccc2Cl)cc1 (stereo unspecified)	5%	-1%	45µM*	-10%	56%[activator]	-5%	-3%	-2%	-7%
Cc1ccc(Nc2cc(C)nc3nncn23)c(C)c1	7%	i	4%[59 µM]	0%	30%	3%	-3%	-8%	2%
O=C(COC(=O)CCS(=O)(=O)c1ccccc1)Nc1ccc(N2CCCCC2)cc1	u	-4%	u	34%[activator]	4%	-14%	0%	u	x
Cc1ccc(NC(=O)CN2C(=O)CCc3cc(S(=O)(=O)N4CCCCC4)ccc32)cc1C	-25%	-7%	21%[59 µM]	-7%	52%[activator]	-11%	6%	-12%	-11%
O=C(CN1C(=O)c2ccccc2C1=O)NCC(=O)OCC(=O)c1ccc(Cl)cc1	-29%	-4%	u	7%	9%	7%	-3%	-19%	-8%
CCOC(=O)N1CCN(C(=O)CCc2ccc(S(=O)(=O)NCCc3ccccc3)cc2)CC1	10%	-9%	32%[59 µM]	-3%	5%	35%[activator]	1%	-3%	0%
CCCc1c(C(=O)Nc2ccc(C(F)(F)F)cc2)cnn1-c1ccccc1	2%	-1%	33%	-8%	43%[activator]	9%	3%	-6%	-5%
COc1ccccc1N1C(=NC(=O)C(C)Oc2ccccc2)SC2CS(=O)(=O)CC21 (stereo unspecified)	-3%[57.1 µM]	-3%	-8%	0%	25%	-13%	2%	-24%	0%
Cc1cccc(N2CCN(C3CCCCC3NS(=O)(=O)c3ccccc3)CC2C)c1 (stereo unspecified)	-35%	4%	16%	7%	22%	-20%	-6%	2%	-6%
O=C(Cc1cccc2ccccc12)NNC(=O)c1cccs1	-4%	10%	x	32%[activator]	15%	12%	1%	1%	2%

One compound at a time (already shown). Values in the order: BAZ2B inh, Tb PGK inh, G9a inh, GLS inhibitor, HP1b binding inh, POLI inh, Pin1 inhibitor, JMJD2A Tudor inh, BLM inh
`COc1ccccc1N1C(=NC(=O)C(C)Oc2ccccc2)SC2CS(=O)(=O)CC21` (stereo unspecified) is listed with -3%[57.1 µM], -3%, -8%, 0%, 25%, -13%, 2%, -24%, 0%
`CCOC(=O)N1CCN(C(=O)CCc2ccc(S(=O)(=O)NCCc3ccccc3)cc2)CC1` is listed with 10%, -9%, 32%[59 µM], -3%, 5%, 35%[activator], 1%, -3%, 0%
`Cc1ccc(C(C)(O)CS(=O)(=O)Cc2ccccc2Cl)cc1` (stereo unspecified) is listed with 5%, -1%, 45µM*, -10%, 56%[activator], -5%, -3%, -2%, -7%
`Cc1ccc(Nc2cc(C)nc3nncn23)c(C)c1` is listed with 7%, i, 4%[59 µM], 0%, 30%, 3%, -3%, -8%, 2%

More results:
SMILES	BAZ2B inh	Tb PGK inh	G9a inh	GLS inhibitor	HP1b binding inh	POLI inh	Pin1 inhibitor	JMJD2A Tudor inh	BLM inh
Nc1nc(-c2ccc(Cl)cc2)cn1N	-10%	i	17%[59 µM]	0%	41%[activator]	-12%	1%	3%[57.1 µM]	-1%
O=C(O/N=C1\CCCc2ccccc21)C1CC1	11%	-2%	6%	0%	2%	83%[activator]	2%	-13%	3%
N#C/C(=C\c1ccc(-c2cc(Cl)ccc2Cl)o1)C(=O)Nc1ccccc1C(=O)O	u	-24%	u	1%	u	u	-21%	u	11µM*
CCNC(=O)C/C(C)=N/NC(=O)C(=O)Nc1ccc(CC)cc1	-10%	3%	-7%	4%	46%[activator]	54%	13%	-4%	-3%
Cc1ccc(S(=O)(=O)Oc2ccccc2[N+](=O)[O-])cc1	x	i	x	-2%	-1%[57 µM]	2%	-6%	-9%	x
NC(Cc1c[nH]c2ccccc12)C(=O)Nc1ccccc1 (stereo unspecified)	x	-4%	x	15%	14%	11%	-5%	-18%	x
CCS(=O)(=O)C1=NSC2=NC(=O)/C(=C\c3ccc(OC(=O)c4ccco4)c(OC)c3)C(=N)N21	-39%	i	u	4%	2%	u	u	-35%	-6%
CC1CN(c2nc(-c3ccccc3)nc3ccccc23)CC(C)O1 (stereo unspecified)	10%	0%	24%[59 µM]	3%	70%[activator]	-8%	-2%	31%	-8%
O=C(NCc1cccnc1)c1ccc(Cl)c(S(=O)(=O)N2CCOCC2)c1	-18%	6%	25%	0%	38%	13%	0%	-9%	0%
Cc1cc(=O)oc(C)c1C(=O)N1CCN(C(c2ccccc2)c2ccccc2)CC1	-33%	i	50µM*	-1%	48%[activator]	-5%	1%	-13%	0%
CCC(C)N(C(=O)CSc1nnnn1-c1ccccc1OC)C1CCS(=O)(=O)C1 (stereo unspecified)	8%	-4%	-13%[59 µM]	-2%	29%	9%	-5%	1%	x
Cc1nn(C)c(C)c1NC(=O)c1ccc(Cl)cc1	-3%	16%	16%[12.7 µM]	16%	-9%	12%	0%	u	0%

Source: PubChem
